From PubChem
USP10 inh – inhibitors of human USP10 deubiquitinase; purified USP10, Ub-rhodamine fluorescence, 60 min; Ubiquitin carboxyl-terminal hydrolase 10 (Homo sapiens), Q14694; actives 1.1% (n = 47,000); inhibition, % at 20 µM
USP17 inh – inhibitors of human USP17 deubiquitinase | Ubiquitin carboxyl-terminal hydrolase 17-like protein 5 (Homo sapiens), A8MUK1 | purified USP17, Ub-rhodamine cleavage fluorescence, 3 h | inhibition, % at 50 µM | actives 6.5% (n = 47,000) | AID 1645855, 2021
USP8 inh – inhibitors of human USP8 deubiquitinase | purified USP8, Ub-rhodamine cleavage fluorescence, 30 min | inhibition, % at 20 µM | actives 4.2% (n = 47,000) | AID 1645853, 2021
Target sequence (P40818 whole entry, looked up): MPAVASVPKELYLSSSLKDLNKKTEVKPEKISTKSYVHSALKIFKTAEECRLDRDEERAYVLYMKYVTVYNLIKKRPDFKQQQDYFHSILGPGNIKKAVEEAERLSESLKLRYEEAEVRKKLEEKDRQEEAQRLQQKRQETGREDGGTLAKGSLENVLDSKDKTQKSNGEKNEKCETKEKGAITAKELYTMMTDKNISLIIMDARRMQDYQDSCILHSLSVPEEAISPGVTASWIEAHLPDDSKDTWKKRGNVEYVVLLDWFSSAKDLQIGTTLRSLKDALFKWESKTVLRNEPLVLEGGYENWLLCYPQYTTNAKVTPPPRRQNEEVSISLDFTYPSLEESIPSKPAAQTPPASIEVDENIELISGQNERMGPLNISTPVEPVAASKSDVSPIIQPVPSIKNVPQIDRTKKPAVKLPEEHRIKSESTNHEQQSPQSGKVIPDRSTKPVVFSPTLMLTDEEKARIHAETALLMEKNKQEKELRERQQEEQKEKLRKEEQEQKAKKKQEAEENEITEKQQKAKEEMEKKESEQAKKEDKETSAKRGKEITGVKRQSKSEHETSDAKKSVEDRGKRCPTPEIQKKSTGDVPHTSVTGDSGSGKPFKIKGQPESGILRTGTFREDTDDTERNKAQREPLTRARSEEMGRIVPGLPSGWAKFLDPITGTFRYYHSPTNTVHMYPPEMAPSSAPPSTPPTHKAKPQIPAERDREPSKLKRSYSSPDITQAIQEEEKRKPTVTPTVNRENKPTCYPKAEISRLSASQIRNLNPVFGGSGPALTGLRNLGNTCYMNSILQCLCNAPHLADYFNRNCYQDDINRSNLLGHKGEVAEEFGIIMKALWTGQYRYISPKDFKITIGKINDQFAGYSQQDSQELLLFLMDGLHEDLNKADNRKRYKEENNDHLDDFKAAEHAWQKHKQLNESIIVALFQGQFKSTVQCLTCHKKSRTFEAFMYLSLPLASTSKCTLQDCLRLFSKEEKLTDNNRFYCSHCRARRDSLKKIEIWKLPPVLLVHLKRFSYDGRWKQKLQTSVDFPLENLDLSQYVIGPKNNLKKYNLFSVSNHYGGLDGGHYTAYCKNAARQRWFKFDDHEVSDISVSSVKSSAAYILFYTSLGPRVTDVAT
OTUD3 inh – inhibitors of human OTUD3 deubiquitinase; actives 0.7% (n = 47,000); inhibition, % at 25 µM; purified OTUD3, Ub-rhodamine fluorescence, 2 h
USP7 block – inhibitors of human USP7 deubiquitinase. Ubiquitin carboxyl-terminal hydrolase 7 (Homo sapiens), Q93009. inhibition, % at 20 µM. purified USP7, Ub-rhodamine cleavage fluorescence. actives 0.3% (n = 47,000)
UCHL1 block – inhibitors of human UCHL1 deubiquitinase; purified UCHL1, Ub-rhodamine cleavage fluorescence; inhibition, % at 20 µM; actives 0.2% (n = 47,000); AID 1645859, 2021
USP30 inh – inhibitors of human USP30 deubiquitinase; Ubiquitin carboxyl-terminal hydrolase 30 (Homo sapiens), Q70CQ3; purified USP30, Ub-rhodamine cleavage fluorescence; inhibition, % at 25 µM; actives 5.3% (n = 47,000)
USP28 inh – inhibitors of human USP28 deubiquitinase; Ubiquitin carboxyl-terminal hydrolase 28 (Homo sapiens), Q96RU2; purified USP28, Ub-rhodamine cleavage fluorescence, 30 min; inhibition, % at 25 µM; actives 3% (n = 47,000)
Starred values were filed as active, the others as inactive; i = inactive; . = no result given. Rule as the data show it: active = inhibition above about 30%; inactive = the rest.

Each structure is followed by: USP10 inh | USP17 inh | USP8 inh | OTUD3 inh | USP7 block | UCHL1 block | USP30 inh | USP28 inh
- CCN1CCN(C(=O)c2cnn(-c3ccc(-c4nc(C5CC5)no4)cn3)c2C)CC1
→ -4 | 0 | -8 | 6 | -1 | 0 | 22 | 9
- Cc1sc2c(=O)n(C(C)C)cnc2c1C(=O)Nc1ccccc1F
→ -5 | -1 | 0 | -2 | 3 | 2 | -2 | -7
- Cc1cc2nc(N3CCOCC3)n(CC(=O)Nc3ccccc3F)c(=O)c2n1C
→ -1 | 36* | -5 | 2 | 0 | 1 | 24 | -2
- N#Cc1c2n(c(=O)n(Cc3ccc(F)cc3)c1=O)CCC2
→ 0 | -3 | 25 | -15 | -78 | -16 | -78 | -14
- O=C1CC2(CCC(=O)N(CC(=O)N3CCOCC3)CC2)Oc2ccccc21 (stereo not given)
→ 0 | -10 | -23 | -4 | 2 | -3 | 0 | -4
- Cc1oc(-c2[nH]ncc2C(=O)N2CCCC2)cc1S(=O)(=O)N1CCC(C)CC1
→ 0 | -21 | -7 | -1 | -35 | 4 | -73 | -10
- Cc1cc(=O)[nH]c(-n2nc(C)c(Oc3ccccc3O)c2C)n1
→ 1 | -36 | 0 | -5 | -2 | 17 | -9 | -3
- CCc1ccc(NC(=O)C(C)OC(=O)c2cc3ccccc3cc2O)cc1 (stereo not given)
→ 7 | -2 | -1 | -13 | 6 | -4 | -28 | -13
- Cc1ncc(-c2ccc(S(=O)(=O)NC3CCCCCC3)s2)o1
→ -1 | 8 | 17 | 15 | 0 | 2 | 5 | 13
- COC(=O)c1cc2c(ccn2C)n1CC(=O)NC1CC1
→ -3 | -188 | -13 | -199 | -100 | -92 | i | -276
- O=C(/C=C/c1ccc(OCc2ccc(Br)cc2)cc1)N1CCN(c2ccc(Cl)cc2)CC1
→ 5 | 23 | -277 | 8 | 2 | 0 | 23 | 9
- CC1CCCN(CCS(=O)(=O)c2ccccc2)C1 (stereo not given)
→ -1 | -6 | 0 | 0 | -1 | -1 | -4 | -6
- O=C(c1ccccn1)N1C[C@H]2C[C@H]3[C@](C1)(CN(Cc1ccccc1)S3(=O)=O)O2
→ 4 | -3 | -6 | -1 | 0 | 2 | -48 | -4
- Cc1cnc(C2CCCN2C(=O)c2cc(C3CCCCC3)no2)[nH]1 (stereo not given)
→ 1 | -3 | -8 | 1 | 1 | 7 | 0 | 0
- CCc1cc2c3c([nH]c2cc1S(=O)(=O)NC1CCCCC1)CCCC3=O
→ 0 | -10 | -5 | -12 | -14 | 1 | -8 | -2
- CCOc1cccc(-c2cc(C(=O)NCc3cccs3)c3ccccc3n2)c1
→ 15 | -2 | -64 | -25 | 5 | -2 | -128 | -17
- O=C(CSc1nnc(-c2ccncc2)n1Cc1ccccc1)NC1CCS(=O)(=O)C1 (stereo not given)
→ -8 | -12 | 0 | -7 | -4 | -4 | -29 | -4
- COc1ccccc1NC(=O)CCc1ccc(-c2ccccc2)o1
→ 6 | 12 | -5 | 14 | 4 | 6 | 13 | 9
- C/C=C(\C)C(=O)C(C)C(O)C(C)C(=O)OC1C=COC=C2CC3(SC)C(=O)N4C5C(=CC=CC5O)C(O)C4(SC)C(=O)N3C21 (stereo not given)
→ -7 | 6 | -18 | 0 | 1 | -3 | -21 | 0
- COc1ccc(CC(=O)Nc2ccc(Nc3cc(N4CCCC4)nc(C)n3)cc2)cc1
→ 4 | -44 | -370 | -9 | 4 | 6 | -23 | -5
- CCCCN1C(=O)c2ccccc2C1Sc1ccc(OC)cc1 (stereo not given)
→ 1 | 11 | 1 | 4 | 0 | 3 | -13 | -3
- Cc1ccc(S(=O)(=O)N2CCOCC2)cc1N1C(=O)CC2(CCCCC2)CC1=O
→ -12 | -27 | -85 | -14 | 0 | -4 | -40 | -16
- COc1cccc(C(=O)Nc2nonc2-c2ccc(C(C)C)cc2)c1
→ 18 | 15 | 44* | 16 | 9 | 9 | 29 | 13
- CNc1nc2c(c(=O)n1Cc1ccccc1)CCN(C(=O)NC1CCCC1)C2
→ 3 | 11 | 0 | 7 | 6 | 3 | 24 | 11
- O=C(c1nccc2ccccc12)N1CCC2(C1)Nc1cccnc1NC2=NC1CCCC1 (stereo not given)
→ -5 | -56 | -112 | -153 | -9 | -10 | i | -231
- Cc1cnc(C(=O)N2CC[C@@H]3Oc4ccccc4S(=O)(=O)N(C)[C@H]3CC2)cn1
→ -2 | -1 | -2 | 6 | -2 | 1 | 4 | 4
- COc1ccccc1NS(=O)(=O)c1cc(C(=O)Nc2cc(C)nn2-c2ccccc2)ccc1Cl
→ -2 | -20 | -80 | -1 | -2 | -1 | -12 | -2
- CCOc1ccccc1N1CCN(Cc2cn[nH]c2-c2ccccc2)CC1
→ 3 | -3 | -53 | 2 | 1 | 2 | -21 | 3
- CN(C1CCCCC1)S(=O)(=O)N1CCCC(C(=O)NC2CCN(Cc3ccccc3)CC2)C1 (stereo not given)
→ -3 | -4 | 9 | 10 | -1 | 3 | 7 | 2
- CN(c1ccccc1)S(=O)(=O)c1cccc(NC(=O)Cn2ccc(C(F)(F)F)n2)c1
→ 8 | -1 | -13 | -6 | -1 | 2 | -24 | 4
- Cn1cc(S(=O)(=O)N2C[C@H]3CC[C@@H](Oc4cccnc4)[C@H]3C2)cn1
→ -1 | . | 7 | 0 | 3 | 0 | 0 | -6
- CCN1CCN(c2nc3cc(C(=O)OC)ccc3c(=O)n2-c2ccccc2)CC1
→ -1 | 1 | 8 | 2 | 3 | 3 | -5 | -4
- O=C(Cn1c(=O)ccn(Cc2ccccc2)c1=O)NCC1CCCO1 (stereo not given)
→ 4 | 21 | 15 | 19 | 5 | 0 | 28 | 14
- CC(C)(C)c1cc2nc[nH]c(=O)c2s1
→ 0 | 0 | 9 | 3 | 4 | 0 | 10 | 7
- Cc1ccnc(Nc2nc(C)c(C(=O)NCCN3CCOCC3)s2)c1
→ 0 | -6 | -4 | 0 | 1 | 0 | -4 | 0
- CC(C)CCn1c(=O)c2ccccc2n2c(CCC(=O)NCc3ccccc3Cl)nnc12
→ -7 | -1 | 19 | 0 | -62 | -1 | -12 | -5
- O=C(Nc1ccccc1F)C1CCc2nc(N3CCOCC3)ncc2C1 (stereo not given)
→ -2 | -3 | -8 | -3 | -3 | -2 | -1 | -5
- CN(Cc1ccccc1)C(=O)Cn1c(=O)[nH]c2c(-c3ccccc3)c[nH]c2c1=O
→ -8 | -49 | 46* | -20 | 1 | -9 | -119 | -22
- Cc1ccc(S(=O)(=O)NC2=NC(c3ccccc3)c3cc(Cl)ccc3N2)cc1 (stereo not given)
→ 11 | 10 | 0 | -4 | 1 | 0 | 44* | 15
- O=C(c1cncnc1)N1CCCC(c2ncc(Cc3ccccc3Cl)o2)C1 (stereo not given)
→ -2 | 5 | -12 | 17 | -1 | 4 | 23 | 13

Among those listed so far, these have a furan ring, fused or not:
Each structure is followed by: USP10 inh | USP17 inh | USP8 inh | OTUD3 inh | USP7 block | UCHL1 block | USP30 inh | USP28 inh
- Cc1oc(-c2[nH]ncc2C(=O)N2CCCC2)cc1S(=O)(=O)N1CCC(C)CC1
→ 0 | -21 | -7 | -1 | -35 | 4 | -73 | -10
- COc1ccccc1NC(=O)CCc1ccc(-c2ccccc2)o1
→ 6 | 12 | -5 | 14 | 4 | 6 | 13 | 9

Another view of some results above:
USP10 inh	USP17 inh	USP8 inh	OTUD3 inh	USP7 block	UCHL1 block	USP30 inh	USP28 inh	Compound
-1	8	17	15	0	2	5	13	Cc1ncc(-c2ccc(S(=O)(=O)NC3CCCCCC3)s2)o1
-3	-188	-13	-199	-100	-92	i	-276	COC(=O)c1cc2c(ccn2C)n1CC(=O)NC1CC1
5	23	-277	8	2	0	23	9	O=C(/C=C/c1ccc(OCc2ccc(Br)cc2)cc1)N1CCN(c2ccc(Cl)cc2)CC1

(next part)
Each structure is followed by: USP10 inh | USP17 inh | USP8 inh | OTUD3 inh | USP7 block | UCHL1 block | USP30 inh | USP28 inh
- Cc1ccc(-n2nc(C)c3c2NC(=O)CC3C(=O)c2cc3ccccc3o2)cc1C (stereo not given)
→ 10 | 74* | 5 | -4 | -1 | 3 | -10 | 0
- Cn1c(SCC(=O)Nc2ccc(F)c(F)c2)nnc1-c1cnccn1
→ 1 | 14 | 15 | 8 | -2 | 1 | 22 | 11
- O=C(Cn1cnc2c(nc3n2CCCCC3)c1=O)NCc1ccco1
→ 0 | 5 | 11 | 8 | 5 | 0 | 11 | 6
- NC(=O)C[C@@H](NC(=O)[C@H](Cc1ccccc1)NC(=O)[C@H](Cc1ccccc1)n1c(=O)[nH]c2ccccc2c1=O)C(=O)O
→ -2 | 4 | -66 | 9 | 2 | 2 | 13 | 4
- COc1ccc(NC(=O)CC(c2ccco2)n2cccc2)c(OC)c1 (stereo not given)
→ -1 | -28 | -22 | -29 | -7 | -4 | -131 | -41
- O=C(COC(=O)c1cccc(Cl)c1)NC1CCCc2ccccc21 (stereo not given)
→ 0 | 27 | 9 | 11 | 7 | 1 | 1 | 6
- CC(=O)N1CCN(c2cc(-c3noc([C@@H]4CCCN4Cc4cccnc4)n3)ccn2)CC1
→ -4 | -39 | 19 | -9 | -8 | 0 | -102 | -16
- CN1CCN(c2ccc(NS(=O)(=O)c3ccc(Cl)cc3)cn2)CC1
→ -4 | -149 | -128 | -189 | -5 | -9 | i | -239
- O=C(Cc1ccccc1)NCCCCc1ccccc1
→ 1 | 10 | 0 | 15 | -2 | 1 | 17 | 11
- COc1ccc(N(CC(=O)NCc2cccnc2)S(=O)(=O)c2ccc(C)c([N+](=O)[O-])c2)cc1
→ 0 | -4 | -139 | 4 | -60 | -1 | 1 | 5
- O=c1c2cc(O)c(O)cc2oc2cc(O)c(C3O[C@H](CO)[C@@H](O)[C@H](O)[C@H]3O)c(O)c12 (stereo not given in full)
→ 0 | 0 | 2 | 14 | -16 | -1 | -6 | 0
- Cc1cccc(NC(=O)Nc2ccccc2SCc2cc(=O)n3oc(C)cc3n2)c1
→ 0 | 8 | 19 | -4 | 11 | 6 | -4 | 6
- COc1cc(CCC(=O)NC2CCCc3ccccc32)cc(OC)c1OC (stereo not given)
→ 0 | 1 | 7 | 8 | 4 | 0 | 8 | 5
- CN1CC2CN(C(=O)Nc3cccnc3)CCN2Cc2ccccc21 (stereo not given)
→ -5 | -200 | -351 | -241 | -147 | -157 | i | -239
- CN(Cc1ccco1)C(=O)C1CCN(c2ccc(N3CCCCC3)nn2)CC1
→ -6 | -7 | 0 | -8 | -5 | -2 | -60 | -18
- COc1ccc(C(=O)[C@@H]2[C@H](C(=O)OC(c3ccccc3)c3ccccc3)N3c4ccccc4C=CC3[C@@]23C(=O)Nc2ccccc23)cc1 (stereo not given in full)
→ -7 | 0 | 45* | -30 | -19 | -1 | -213 | -30
- COc1cccc(NC(=O)c2cn(C)nc2S(=O)(=O)N2CCCCC2)c1
→ -2 | 8 | 3 | 8 | 0 | 1 | 7 | 12
- O=C(c1cccc(F)c1)N1CCC(c2nccnc2-c2ncc[nH]2)CC1
→ -7 | -4 | -11 | 6 | 0 | -1 | -39 | -2
- CCC(C)c1ccccc1NC(=O)COC(=O)c1ccc2c(c1)OCO2 (stereo not given)
→ 7 | 15 | 14 | 9 | 4 | 4 | 22 | 16
- COc1ccc(CCn2c3c(c(=O)[nH]c2=O)C(NS(=O)(=O)c2ccc(Cl)cc2)(C(F)(F)F)C(=O)N3)cc1OC (stereo not given)
→ 0 | 16 | 10 | 7 | 7 | 0 | 9 | 6
- COc1cccc(-c2ccc3nc(N4CCC(C(N)=O)CC4)sc3n2)c1
→ -3 | 49* | 14 | 0 | -1 | 3 | 8 | 2
- CCCn1c(N)c(C(=O)CN2CCN(Cc3ccc(C#N)cc3)CC2)c(=O)[nH]c1=O
→ -6 | -9 | -9 | -6 | 0 | -3 | -42 | -10
- O=C(NCC(=O)N1CCCc2ccccc21)c1cccc2[nH]ccc12
→ -1 | 0 | 12 | 9 | 4 | -1 | 5 | 0
- Cc1cccc(C(=O)N2CCc3c(c(-c4nc(-c5ccccc5)no4)nn3C)C2)c1
→ 5 | 4 | -2 | 5 | -3 | 7 | -2 | 5
- c1cnc(Nc2cc(CC3CCN(C4CCOC4)CC3)ncn2)cn1 (stereo not given)
→ 1 | -1 | 1 | -3 | 1 | -1 | 5 | -5
- COc1ccc(NC(=O)C2CCCN(S(=O)(=O)c3cccnc3)C2)cc1 (stereo not given)
→ 1 | 6 | 1 | -2 | 0 | 0 | -4 | 2
- c1ccc(CSc2ccc3nnc(-c4ccncc4)n3n2)cc1
→ 0 | 23 | -10 | -7 | 0 | -3 | -6 | -13
- O=C(CCC1CCCC1)NCc1ccc2[nH]c3c(c2c1)CCCC3
→ -6 | -37 | -4 | -50 | -85 | -7 | -232 | -39
